# POLB inh: blocks human DNA polymerase beta activity; actives 1.3% (n = 340,000); Pol beta primer extension/strand displacement, fluorescence kinetic; Potency, µM (doses to about 114 µM), for the others: at the top dose activity change, negative = inhibition, actives largely listed as inhibitors; further: potency means the concentration at half of the fitted maximal effect; on the % scale 0 is the no-effect control and ±100 the full control effect
#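 Pol beta (10 nM) was preincubated with compound for 15 min at room temperature. The reaction was then started with 50 nM substrate and read immediately and after a further 10 min at room temperature.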
# ERG Ets-DNA blk: inhibitors of human ERG Ets domain-DNA interaction | fluorescence polarization, His-ERG Ets domain / labelled DNA | actives 0.028% (n = 370,000) | Potency, µM (series often up to 76.9 µM), without a hit: top-dose FP activity, negative = inhibition, most hits filed as inhibitors | P11308 | AID 624246; active means well fitted inhibition curve with a large enough effect in the polarisation, with a control signal flat; inconclusive means small, poorly fitted or top-dose-only effect, or effect the other way, or a change in a side signal; inactive means no such curve, though single readings can be large or run the other way; the % refers to the polarisation;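 further: polarization taken with two DNA probes labelled with fluorescein and Texas red; potency means the concentration at half of the fitted maximal effect; % of control where 0% means no effect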
# Target sequence (P11308 whole entry, looked up, the tested form may be a part): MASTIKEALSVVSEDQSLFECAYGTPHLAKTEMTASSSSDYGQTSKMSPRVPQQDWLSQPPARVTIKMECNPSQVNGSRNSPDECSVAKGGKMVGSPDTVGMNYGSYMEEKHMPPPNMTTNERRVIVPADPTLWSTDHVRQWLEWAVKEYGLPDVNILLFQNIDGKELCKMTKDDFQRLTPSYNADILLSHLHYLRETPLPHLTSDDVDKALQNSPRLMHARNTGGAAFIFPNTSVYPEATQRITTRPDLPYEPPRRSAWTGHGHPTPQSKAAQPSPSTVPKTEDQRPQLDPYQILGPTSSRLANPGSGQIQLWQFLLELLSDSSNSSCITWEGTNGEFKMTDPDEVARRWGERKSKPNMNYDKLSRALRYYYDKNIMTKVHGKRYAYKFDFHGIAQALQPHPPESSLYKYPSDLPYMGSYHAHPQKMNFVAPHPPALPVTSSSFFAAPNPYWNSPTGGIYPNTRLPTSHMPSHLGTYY
#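 His-tagged ERG Ets domain (1 uM in the protein solution; 300mM KCl, 50mM Tris-HCl, 1mM EDTA, 1mM DTT, pH 7.5) received compound, then a probe mix of 5 nM fluorescein-DNA and 100nM Texas-615-DNA. Fluorescence polarization was read for both dyes.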
# Apoferritin bind: candidate novel general anesthetic via apoferritin binding; P02791; apoferritin/1-aminoanthracene competitive binding, fluorescence; Potency, µM (series often up to 77.5 µM), without a hit: at the highest dose activity change, negative = displacement, most hits filed as inhibitors; actives 0.074% (n = 350,000); AID 485281; further: potency means the concentration at half of the fitted maximal effect; on the % scale 0 is the no-effect control and ±100 the full control effect; nearly all actives have a fitted effect of over 20% in size
# Target sequence (P02791 2-175 limits assumed): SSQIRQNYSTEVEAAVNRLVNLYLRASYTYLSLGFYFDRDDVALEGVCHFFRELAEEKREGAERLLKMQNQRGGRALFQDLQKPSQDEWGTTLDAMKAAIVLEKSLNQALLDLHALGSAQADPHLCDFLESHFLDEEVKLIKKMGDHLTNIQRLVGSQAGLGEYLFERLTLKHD
#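 Probe: 1-aminoanthracene (50% saturated, PBS). Protein: horse-spleen apoferritin, 10 uM. Incubation: 10 min, room temperature. Detection: 380 nm excitation, 535 nm emission. Analysis: normalized response, four-parameter Hill.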
# POLH inh: DNA polymerase eta (human) inhibition; Q9Y253; recombinant Pol eta, fluorescent DNA replication assay; Potency, µM (highest dose often 114 µM), without a hit: at the highest dose activity change, negative = inhibition, most hits filed as inhibitors; actives 1.2% (n = 390,000); AID 588591; further: potency means the concentration at half of the fitted maximal effect; on the % scale 0 is the no-effect control and ±100 the full control effect
#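 Pol eta (10 nM) was preincubated with compounds for 15 min at room temperature, after which fluorescent replication substrate (50 nM final) was added to start the reaction. Fluorescence was read kinetically at 0 and 10 min.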
# POLK inh: blocks human DNA polymerase kappa activity | Q9UBT6 | purified Pol kappa, fluorescent DNA synthesis assay, 10 min | Potency, µM (top dose mostly 107 µM), inactives show top-dose activity, negative = inhibition, actives largely listed as inhibitors | actives 0.53% (n = 400,000); further: potency means the concentration at half of the fitted maximal effect; on the % scale 0 is the no-effect control and ±100 the full control effect
#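 Activity was followed as the change in fluorescence between reads at 0 and 10 min after starting the reaction with 50 nM substrate. Beforehand, 10 nM polymerase had been preincubated with compound for 15 min at room temperature.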
# RGS4 inh: human RGS4 inhibition | P49798 | Transcreener GDP fluorescence polarization, RGS4-accelerated GTP hydrolysis | Potency, µM (titrated, usually from 114 µM), inactives show at the top dose activity change, negative = inhibition, usual class: inhibitors | actives 0.039% (n = 390,000); further: potency means the concentration at half of the fitted maximal effect; on the % scale 0 is the no-effect control and ±100 the full control effect; nearly all actives have a fitted effect of over 75% in size; some results filed as inactive show a strong effect at the top dose
#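 MLSMR compounds (23 nl, pin-transferred) preincubated 10 min at room temperature with a 500nM (2x) first reagent, then RGS4 at 900nM (2x) plus Transcreener GDP mix added; fluorescence polarization (620/688 nm) read before and after 90 min at 30 °C.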
# 12-LOX inh: blocks human arachidonate 12S-lipoxygenase; P18054; purified 12hLO, xylenol orange hydroperoxide absorbance; Potency, µM (doses to about 108 µM), inactives show top-dose activity change, negative = inhibition, most hits filed as inhibitors; actives 1.1% (n = 580,000); further: potency means the concentration at half of the fitted maximal effect; on the % scale 0 is the no-effect control and ±100 the full control effect
#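 Purified human 12hLO (150 nM final) in 25 mM Hepes, 0.01% Triton X-100, pH 7.0 was preincubated 15 min at room temperature with compound. Then 40 uM arachidonic acid was added, 30 min. Hydroperoxide was read by Fe-XO absorbance ratio 573/405 nm.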
# APE1 inh: APE1 (human) endonuclease inhibition | actives 0.35% (n = 350,000) | AID 2517 | Potency, µM (doses to about 65.8 µM), without a hit: top-dose activity change, negative = inhibition, most hits filed as inhibitors | recombinant APE1, TAMRA/BHQ-2 abasic DNA cleavage fluorescence;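 further: potency means the concentration at half of the fitted maximal effect; plate controls were vehicle for no effect and reference inhibitor for full effect; nearly all actives have a fitted effect of over 55% in size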
# Target sequence (P27695 whole entry, looked up): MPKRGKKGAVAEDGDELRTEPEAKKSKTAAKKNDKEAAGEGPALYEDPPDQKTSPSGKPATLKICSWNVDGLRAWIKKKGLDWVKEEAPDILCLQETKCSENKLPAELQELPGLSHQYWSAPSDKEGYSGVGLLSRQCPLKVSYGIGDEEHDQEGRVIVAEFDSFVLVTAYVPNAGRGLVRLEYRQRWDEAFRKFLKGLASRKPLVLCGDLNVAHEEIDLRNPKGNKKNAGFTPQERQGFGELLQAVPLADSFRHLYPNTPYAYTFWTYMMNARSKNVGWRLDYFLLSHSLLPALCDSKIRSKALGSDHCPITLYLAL
#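 Measures dequenching upon AP-site incision of a 5'-TAMRA/3'-BHQ-2 THF-containing duplex, 50 nM; human APE1 0.75 nM after 15 min room-temperature exposure to compound; kinetic three-point read at one-minute spacing.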
# LDHA inh: inhibitors of human lactate dehydrogenase A | AID 1347041 | purified LDHA, NADH/diaphorase-resazurin fluorescence; stronger effect = lower value | P00338 | actives 0.15% (n = 480,000) | activity change, % (values are at about 110 or 230 µM); in the data active means activity change below about -30%; inconclusive means mostly about -25% to -30%;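 further: plate controls were DMSO wells for no effect and wells without enzyme for full effect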
#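 Resorufin fluorescence (ex540/em590), read at 0 and 20 min after diaphorase/resazurin addition, reports the NADH left after a 5 min room-temperature reaction of 2 nM human LDH5 with 0.06 mM NADH and 0.2 mM pyruvate.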
# The depositor's hits bear a star; i = inactive; ? = inconclusive; / = no result given; & = joins results of further samples; [ ] = dose if it differs, or a comment. Unless noted, the call rests on the fitted dose curve; in most records, active means well fitted curve in the direction sought with a large enough effect; inconclusive means small, poorly fitted or top-dose-only effect, or another doubt; inactive means no such curve, though single readings can be large; an effect the other way counts as inactive or inconclusive. These rows are one share of the data. The share of hits here may be higher or lower than overall.
SMILES,POLB inh,ERG Ets-DNA blk,Apoferritin bind,POLH inh,POLK inh,RGS4 inh,12-LOX inh,APE1 inh,LDHA inh
CSc1nc(O)c(C(c2ccc(F)cc2)c2c(O)nc(SC)[nH]c2=O)c(=O)[nH]1,/,8%,/,-13%,9%,-10%,?,/,-8
CCOC(=O)CSc1nnc(-c2ccc(OC)cc2)n1CC,11%,4%,-8%,-19%,-9%,4%,-29%,-5%,1
O=C(O)c1cc(Nc2cc(Cl)c3nonc3c2[N+](=O)[O-])ccc1O,-1%,12%,-12%,25µM*,-2%,-86%,?,-18%,2
O=C(c1ccco1)N1CCN(Cc2cccc(F)c2)CC1,4%,4%,-1%,-3%,-2%,9%,-3%,2%,-32*
Cc1ccc(CN2CCN(Cc3ccncc3)CC2CCO)o1 (stereo not given),12%,-18%,-4%,-5%,5%,0%,9%,5%,-3
CCOC(=O)Cc1c(C)nc(SC)[nH]c1=O,9%,1%,-8%,-17%,2%,-26%,?,-3%,-6
O=C(N/C(=C/c1ccco1)C(=O)N1CCCC1)c1cccs1,2%,-1%,-16%,5%,-19%,-45%,?,-5%,2
COC(=O)CSc1nnc(NC(=O)C2CC(=O)N(c3ccc(F)cc3)C2)s1 (stereo not given),?,0%,?,?,-10%,-18%,?,34%,3
COc1ccc(CN2CC(C(=O)NCCC(C)C)CC2=O)cc1 (stereo not given),11%,-14%,-5%,-13%,-13%,-6%,0%,-1%,-9
C=C(C)Cn1c(SCCN2CCOCC2)nc2c1c(=O)[nH]c(=O)n2C,5%,-2%,3%,-8%,-5%,1%,33%&-13%,5%,0&0
CCCn1nnc(NC(=O)c2ccc(Br)o2)n1,-3%,-1%,-6%,1%,0%,18%,0%,2%,-6
CN(c1cccc(NS(=O)(=O)c2ccccc2)c1)S(C)(=O)=O,0%,-1%,-14%,-7%,-8%,12%,10%,5%,-2
O=C(NC1CCCCC1)C1CCN(c2cnccn2)CC1,0%,-9%,-2%,7%,-2%,46%,-60%,3%,-19
COc1ccc(-c2cc(C)no2)cc1S(=O)(=O)Nc1ccccc1,2%,-1%,8%,-8%,-7%,4%[56.9 µM],8%,18%,-10
O=S(=O)(c1ccccc1)[C@@]1(c2ccccc2)C[C@@H]2ON=C(c3cccc(Br)c3)[C@@H]2C1,/,-14%,/,-7%,2%,-9%,3%,22%,2
COc1ccc(NC(=O)CN(C)CC(=O)N(CC(C)C)c2c(N)n(CC(C)C)c(=O)[nH]c2=O)cc1,/,6%,/,-23%,2%,2%,-1%,-8%,-10
CC(C)(C)NC(=O)NC(=O)COC(=O)Cc1c(F)cccc1Cl,-3%,-6%,?,-14%,-8%,14%,-12%,15%,-9
CCn1c(=O)c2cc(C(=O)N(C)c3ccccc3F)sc2c2ccccc21,31%[activator],2%,-14%,-19%,8%,-7%,-19%,-3%,-4
CCC(C)NC(=O)CCc1nc2ccccc2n1-c1ccccc1 (stereo not given),?,-6%,1%,-13%,-14%,1%,-12%,-8%,-1
Cc1cc(C)c2nc(NC(=O)c3ccc4c(c3)OCO4)sc2c1,3%,/,-4%,-8%,-6%,-9%,-1%,-2%,-3
Cc1nc2ccccc2n1CC(=O)NC(C)C1CC2CCC1C2 (stereo not given),-20%,-3%,?,-19%,-14%,0%,-3%,6%,0
Cc1ccc(CCNC(=O)c2oc(=O)c3ccccc3c2-c2ccc(C)cc2)cc1,-7%,4%,?,-24%,7%,-12%,-27%,/,-4
Cc1ccc(-c2nc(N)sc2-c2ccc(C)cc2)cc1,0%,6%,-5%,?,-3%,-38%,?,0%,0
C[C@H](CO)N1C[C@H](C)[C@@H](CN(C)C(=O)NC2CCCCC2)Oc2ccc(NC(=O)C3CC3)cc2C1=O,/,-7%,/,0%,5%,5%,-8%,/,-2
Cc1cc(C)cc(NC(=O)c2c(C)oc3nc(C)nc(N4CCCC4)c23)c1,?,3%,-10%,-21%,-9%,-15%,?,/,1

# Complete entries from above. Order of screens: POLB inh	ERG Ets-DNA blk	Apoferritin bind	POLH inh	POLK inh	RGS4 inh	12-LOX inh	APE1 inh	LDHA inh
# O=C(N/C(=C/c1ccco1)C(=O)N1CCCC1)c1cccs1 in the list: 2%	-1%	-16%	5%	-19%	-45%	?	-5%	2
# O=C(O)c1cc(Nc2cc(Cl)c3nonc3c2[N+](=O)[O-])ccc1O in the list: -1%	12%	-12%	25µM*	-2%	-86%	?	-18%	2
# CCCn1nnc(NC(=O)c2ccc(Br)o2)n1 in the list: -3%	-1%	-6%	1%	0%	18%	0%	2%	-6
# C[C@H](CO)N1C[C@H](C)[C@@H](CN(C)C(=O)NC2CCCCC2)Oc2ccc(NC(=O)C3CC3)cc2C1=O in the list: /	-7%	/	0%	5%	5%	-8%	/	-2
# O=C(NC1CCCCC1)C1CCN(c2cnccn2)CC1 in the list: 0%	-9%	-2%	7%	-2%	46%	-60%	3%	-19

# Next part.
SMILES,POLB inh,ERG Ets-DNA blk,Apoferritin bind,POLH inh,POLK inh,RGS4 inh,12-LOX inh,APE1 inh,LDHA inh
O=[N+]([O-])c1ccc(-c2nc(-c3ccc(F)cc3)c(-c3ccncc3)[nH]2)cc1,-6%[57.1 µM],/,-7%,-8%[57.1 µM],?,?,/,?,/
C=CC#CC1(O)CC(C)N(C)CC1C (stereo not given),31%,0%,1%,3%,-6%,8%,5%,-2%,-3
Cn1c(SCC(=O)N/N=C/c2cccs2)nc2ccccc21,-3%,-3%,-6%,-9%,5%,-23%,12%,-1%,1
CCOC(=O)Cn1cnc2c(cnn2-c2ccc(C)c(C)c2)c1=O,22%,-1%,-7%,-15%,-2%,16%,-17%,/,-9
O=C(O)c1cccc2[nH]c(C(F)(F)F)nc12,5%,-5%,-8%,-6%,2%,21%,?,1%,-12
CCOC(=O)c1c(C)n(S(=O)(=O)c2ccc(C)cc2)c2ccc(NS(=O)(=O)c3ccc(C)cc3)cc12,6%,5%,-2%,-19%,3%,-8%,?,/,-3
Cc1cccc(NC(=O)COC(=O)[C@@H]2CCCN2C(=O)c2cccs2)c1,/,-5%,/,3%,-20%,-37%,0%,0%,-4
N#CCc1ccc(NS(=O)(=O)c2ccc(N3CCCC3=O)cc2)cc1,0%,-5%,-6%,-18%,16%,16%,-7%,-1%,-6
COc1cc(C(=O)Nc2ccc(N3CCCS3(=O)=O)cc2)c([N+](=O)[O-])cc1OC,/,-1%,/,-2%,-8%,16%,?,9%,-2
Cc1cccn2c(=O)c(C=O)c(Cl)nc12,-19%,-8%,6%,1%,-5%,-44%,23%,-4%,3
Cc1[nH]nc(S(=O)CC(=O)O)c1[N+](=O)[O-] (stereo not given),-25%,10%,-2%,-5%,0%,-10%,?,-2%,-4
CCCSC1=C(C#N)C(c2ccccc2C)C(C(=O)OC)C(=O)N1 (stereo not given),?,/,?,0%,-6%,4%,-13%[57.4 µM],?,-2
COC(=O)c1c(NC(=O)Cc2ccccc2)sc2c1C(C(=O)OC)CC2 (stereo not given),-15%,11%,-9%,0%,-16%,-13%,-13%,31%[activator],-4
COc1ccc(NC(=O)ON=C2c3ccccc3-c3ccccc32)cc1,28%,/,?,-6%,-5%,11%,2%,-6%,5
CCOc1ccc(-n2c(SCC(=O)Nc3cc(OC)c([N+](=O)[O-])cc3C)nc3ccccc32)cc1,30%,0%,-2%,-6%,5%,-10%,-3%,-5%,2
O=C(Cc1ncn[nH]1)NCCc1ccccc1,0%,8%,-5%,0%,-22%,13%,i,-2%,-8
NC(=O)c1cc(Br)cc2c3c([nH]c12)CCCC3,0%,-1%,?,-6%,-8%,-6%,?,-12%,-2
CC(NCCc1ccc(S(N)(=O)=O)cc1)C(=O)NCc1ccccc1 (stereo not given),16%,2%,4%,1%,-7%,26%,0%,64%[activator],-9
COc1cccc(/C=C2/C(=O)NN(c3ccccc3)C2=O)c1,6%,19%,-1%,3%,-10%,?,/,-5%,5
Oc1ccccc1N=Nc1ccccc1O,1%,6%,-19%,-8%,-19%,0%,?,-1%,5
Cc1nc(C)c(C(=O)Nc2nc3c(C)cccc3s2)o1,18µM*,-6%,?,25µM*,40µM*,?,?,?,2
NS(=O)(=O)c1ccc(CCNC(=O)CSc2nc3ccccc3c3nc(CCN4CCCCC4)nn23)cc1,-2%,-5%,-12%,1%,1%,-35%,-2%,14%,-3
CC(=O)NC1CC2CCCC(C1)N2C(=O)Nc1cccc(C)c1 (stereo not given),/,-6%,/,?,?,-2%[56.9 µM],-3%,/,-4
Cc1ccccc1CO/N=C/c1[nH]ncc1Br,-2%,-9%,?,-15%,-2%,-4%,9%,2%,-5
Cc1ccc(CSCC(=O)Nc2ccc3c(c2)OCO3)cc1,1%,-4%,-21%,-15%,-14%,19%,-5%,?,-9
Cc1ccc(S(=O)(=O)Nc2ccccn2)cc1[N+](=O)[O-],8%,27%,-3%,-18%,-8%,-9%,1%,30%,-3
CCc1ccccc1OCC(=O)N1CCN(c2ncccn2)CC1,/,-14%,/,-2%,-13%,6%,-1%,-16%,-4
CC(=O)N1CCN(S(=O)(=O)c2cccc(C(=O)NNC(=O)COc3c(C)cccc3C)c2)CC1,/,-4%,/,-4%,-8%,25%,-1%,1%,-6
Clc1ccc(C(c2nnnn2C2CCCC2)N2CCN(Cc3ccncc3)CC2)cc1 (stereo not given),18%,-7%,-11%,-10%,-12%,11%[11.4 µM],-27%,-4%,-2

# Bioassay records from PubChem BioAssay.
